Assay outcomes (PubChem)
CSM14.1 death rescue – rescue of cells from ER stress-induced death, primary screen, 384-well, CSM14.1, thapsigargin, ATP luminescence (AID 1222). CSM14.1 thapsigargin-induced death rescue, ATP luminescence; higher % means a stronger effect. cellular ATP content (survival), % at 20 µM; hits with a dose series show EC50 in µM. 190,000 tested, under 10 active;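 active means EC50 below 50 µM in the dose-response confirmation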;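 further: death triggered by thapsigargin at about 15 µM added after 2 h compound pretreatment; cell ATP read after overnight thapsigargin exposure of roughly 18 to 22 hours; normalized against plate controls of thapsigargin alone and 5% DMSO vehicle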
bCat nuc transl – modulators of beta-catenin nuclear translocation, primary screen, imaging, HeLa cells, immunofluorescence, high-content. nuclear translocation activity, % at 5 µM. 190,000 tested, 0.3% active;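 active means nuclear translocation activity above 50% at 5 µM, with a well cell count of 50 or more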;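 further: per-cell ratio of nuclear to cytoplasmic median beta-catenin stain intensity; plate controls were DMSO negative control for no effect and GSK-3 inhibitor IX positive control for full effect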
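System: HeLa cells, endogenous beta-catenin; compound dosing: 5 µM primary single dose, 0.1% DMSO, 0.02–20 µM confirmation series; incubation: 24 h compound exposure at 37°C, 5% CO2; signal: beta-catenin immunofluorescence imaging with DAPI; evaluation: % activation, nuclear-to-cytoplasmic median beta-catenin signal ratio per cell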
Ins promoter up – insulin promoter activators in MIN6 cells, imaging, high-content screening, mouse beta cells; MIN6 insulin promoter-GFP reporter; active compounds read high; z-score at 5 µM; 190,000 tested, 0.3% active; AID 1625, 2009;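 active means z-score above 3 at 5 µM with at least 500 cells counted in the well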
Dynein cargo inh – inhibitors of GR-EGFP nuclear translocation, primary screen, dynein cargo transport inhibitor project, imaging, high-content, 3617.4 mouse cells | test concentration mostly 20 µM; stimulated with dexamethasone, 1 µM; active compounds read low | z-score, hits read low | 220,000 tested, 0.47% active | AID 1381, 2008;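 active means plate z-score of nuclear minus cytoplasmic receptor signal below a set negative limit, without overly bright fluorescence or cell loss, cut at about -3.5 in these data, passing the limit was not always enough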;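 further: z-score of nuclear minus cytoplasmic ring GR-EGFP intensity difference per well; some compounds called inactive have numbers as strong as hits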
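Buffer or medium: tet-free, stripped-serum medium; Also added: dexamethasone, 1.0 µM final; Technique: high-content fluorescence imaging after fixation; Times: 48 h induction, 1 h compound, 30 min dex at 37 °C; Read-out: per-cell GR-EGFP intensity, nucleus versus surrounding cytoplasmic ring, well-averaged.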
MT stabilizer – microtubule stabilizers in HeLa cells, primary screen, imaging, high-content imaging | HeLa tubulin immunostaining HCS, 24 h; share of cells brighter than vehicle mean+2SD | % tubulin-high responders, % at 10 µM | 200,000 tested, 0.83% active;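 active means plate Z-score above 3 for both tubulin-high and condensed-nucleus cell shares, with cell loss under 80%, at 10 µM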;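 further: anti alpha tubulin signal scored within the nucleus-defined area of each cell; some results filed as inactive read as strong as hits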
Autophagy HCS – autophagy modulators in MEF cells, primary screen, imaging, high-content, MEF GFP-LC3 | MEF GFP-LC3 puncta imaging; test concentration mostly 10 µM | calls only at 10 µM (by protocol) | 190,000 tested, 0.98% active | AID 463193, 2010;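 active means percentage of spot-positive cells more than 3 SD above its plate mean, without a fluorescence outlier flag or 80% toxicity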;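 further: spot-positive cell cutoff set from DMSO-treated cells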
M17LAP inhibition – P. falciparum M17LAP inhibitors, primary screen, biochemical, fluorogenic H-Leu-NHMec substrate, 1536-well (AID 1619); recombinant M17LAP, H-Leu-NHMec fluorogenic kinetic assay; higher % means a stronger effect; one-dose inhibition, % at 30 µM; IC50 in µM for titrated hits; 220,000 tested, 0.38% active; Leucine aminopeptidase (Plasmodium falciparum (isolate 3D7));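 active means compound inhibiting the enzyme by more than half at any dose during confirmatory dose-response retesting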;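 further: plate controls were full reaction with DMSO carrier for no effect and no enzyme background for full effect; strong numbers were not always called active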
UTI89 phage lysis – inhibition of K1F phage lysis, E. coli UTI89, bacterial capsule biogenesis inhibitors, alamar blue (AID 488966); inhibition, % at 100 µM; hits with a dose series show IC50 in µM; 340,000 tested, 0.02% active; E. coli UTI89 K1F phage lysis, alamar blue, 2 h; higher % means a stronger effect;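 active means phage lysis inhibition, versus mean bacterial control, above a set limit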;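 further: capsule biogenesis inhibitors block K1F phage lysis so surviving cells raise fluorescence; higher fluorescence means more inhibition of phage lysis; actives were called in the ten point dose series up to 300 µM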
P. falciparum M1AAP – P. falciparum M1AAP inhibitors, biochemical, fluorogenic H-Leu-NHMec substrate, 1536-well (AID 1445); 220,000 tested, 0.42% active; recombinant M1AAP, H-Leu-NHMec fluorogenic kinetic assay; higher % means a stronger effect; Aminopeptidase N (Plasmodium falciparum (isolate 3D7)); one-dose inhibition, % at 30 µM; IC50 in µM for titrated hits;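 active means primary inhibition above the hit cutoff, then over 50% inhibition at one or more dose response concentrations, cut at about 23% in these data, passing the limit was not always enough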;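 further: plate controls were DMSO full reaction for no effect and no enzyme background for full effect; strong numbers were not always called active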
Dynein cargo inh cytoplasmic EGFP – second read-out of Dynein cargo inh, no call of its own (marks repeat the call); z-score; measured here: cytoplasmic GR-EGFP intensity; active compounds read high
Dynein cargo inh nuclear GR-EGFP – second read-out of Dynein cargo inh, no call of its own (marks repeat the call); z-score; measured here: nuclear GR-EGFP intensity;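 lower value marks the stronger effect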
Dynein cargo inh cell count – second read-out of Dynein cargo inh, no call of its own (marks repeat the call); z-score; measured here: cell count per field
Ins promoter up cell count – also measured in Ins promoter up; calls as there; cell count; measured here: cytotoxicity, nuclei count;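 total cells summed across four imaged fields per well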
bCat nuc transl cell count 5 µM – recorded beside bCat nuc transl, whose call it bears; cell count; measured here: cell count, cytotoxicity flag
MT stabilizer Hoechst-high % – also measured in MT stabilizer; calls as there; % Hoechst-high responders; measured here: nuclear condensation Hoechst responders;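 share of cells brighter than vehicle mean plus two SD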
MT stabilizer cytotoxicity % – also measured in MT stabilizer; calls as there; toxicity, %; measured here: cytotoxicity by cell density;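 0% = mean cell density of plate MIN control wells and 100% = no cells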
Autophagy HCS cell loss 18 h – also measured in Autophagy HCS; calls as there; toxicity, %; measured here: cell loss, nuclei count;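 cell loss after 18 h compound exposure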
An asterisk follows results filed as active; i = inactive; nt = not tested or not shown; [ ] = another dose, or the depositor's remark.

no.	compound	CSM14.1 death rescue	bCat nuc transl	bCat nuc transl cell count 5 µM	Ins promoter up	Ins promoter up cell count	Dynein cargo inh	Dynein cargo inh cytoplasmic EGFP	Dynein cargo inh nuclear GR-EGFP	Dynein cargo inh cell count	MT stabilizer	MT stabilizer Hoechst-high %	MT stabilizer cytotoxicity %	Autophagy HCS	Autophagy HCS cell loss 18 h	M17LAP inhibition	UTI89 phage lysis	P. falciparum M1AAP
1	CCn1cc(C2C(C(=O)Nc3cc(C)ccn3)=C(C)NC3=C2C(=O)CC(C)(C)C3)c(C)n1 (stereo unspecified)	-2.5%	nt	nt	-0.41	1324	-1.1	-0.33	-0.75	0.79	2.0	2.5	6.4	i	1	-122%	1.0%[50 µM]	14%
2	CCOC(=O)c1[nH]c2ccc(OC)cc2c1NC(=O)C(C)N1CCSCC1 (stereo unspecified)	-0.8%	-5.6	957	-1.1	991	0.86	-0.049	0.41	-0.64	1.1	1.7	7.3	i	-1	-9%	nt	12%
3	COC(=O)C1CC(=O)c2ccsc2C1 (stereo unspecified)	-0.1%	-4.8	574	-0.02	1290	0.6	-0.29	-0.023	-0.23	4.9	1.3	2.0	i	2	17%	1.2%[50 µM]	-4%
4	COc1cc(OC)cc(C(=O)N[C@H](C(=O)OCc2cc(=O)oc3cc(C)ccc23)C(C)C)c1	0.0%	-1.2	582	0.48	1308	0.59	-0.3	0.07	0.14	2.1	0.9	5.8	i	37	8%	0.5%	-1%
5	OCCNc1nc(C2CC2)nc2c1nnn2Cc1ccccc1Cl	-1.4%	-1.3	1201	0.66	1262	1.7	-0.15	1.9	-0.9	6.6	1.4	1.0	i	3	12%	0.2%	1%
6	COC(=O)c1cn(NC(=O)Cc2ccc(OC)c(OC)c2)c(=O)c2ccccc12	-1.4%	-1.5	1130	-0.49	1236	-0.8	-0.2	-0.57	-0.14	1.3	1.9	4.1	i	-14	13%	0.3%	5%
7	CCO[C@@H]1OC(C(N)=O)=C[C@H](c2ccccc2)[C@H]1CCCO	-0.8%	2.4	1105	2.3	1429	-1	-0.29	-0.37	0.24	2.7	1.3	1.7	i	12	-2%	2.0%	2%
8	COC(=O)/C(C#N)=C/c1c(N2CCN(Cc3ccc4c(c3)OCO4)CC2)nc2c(C)cccn2c1=O	nt	0.8	1298	0.38	1005	-0.56	-0.25	-0.29	1.2	nt	nt	nt	nt	nt	9%	-1.4%	3%
9	COc1ccc(C(=O)Nc2ccccc2N2CCN(C(=O)C(C)C)CC2)cc1Cl	-1.1%	0.1	1169	nt	nt	1.2	0.2	1	-2.4	2.2	2.4	9.9	i	0	22%	1.3%	4%
10	CC1=CC(C)(C)N2C(=O)C3(C(C#N)=C(N)OC4=C3C(=O)CC(C)(C)C4)c3c(C)c(C)cc1c32 (stereo unspecified)	-0.9%	-4.5	960	1.1	824	0.52	0.25	0.17	0.7	1.7	1.3	2.1	i	1	14%	-1.0%	-1%
11	CC(NCC(O)COCCC12CC3CC(CC(C3)C1)C2)c1ccccc1 (stereo unspecified)	-3.3%	6.5	1157	-1.3	828	-5.2*	0.89*	-2.7*	-2.2*	61	5.5	59	i	5	0%	-0.8%	5%
12	COCCn1c(N)c(N(Cc2ccccc2)C(=O)c2ccc3ccccc3c2)c(=O)[nH]c1=O	-0.8%	1.3	1081	0.09	1086	0.24	-0.2	0.029	0.1	2.1	2.5	5.3	i	-6	-4%	0.6%	-5%

(next part)
no.	compound	CSM14.1 death rescue	bCat nuc transl	bCat nuc transl cell count 5 µM	Ins promoter up	Ins promoter up cell count	Dynein cargo inh	Dynein cargo inh cytoplasmic EGFP	Dynein cargo inh nuclear GR-EGFP	Dynein cargo inh cell count	MT stabilizer	MT stabilizer Hoechst-high %	MT stabilizer cytotoxicity %	Autophagy HCS	Autophagy HCS cell loss 18 h	M17LAP inhibition	UTI89 phage lysis	P. falciparum M1AAP
13	N#Cc1ccc2ccn(CC(=O)NCc3ccco3)c2c1	-0.4%	nt	nt	-0.41	1001	0.12	0.19	0.44	-0.31	1.5	1.3	3.4	i	-4	0%	0.8%	5%
14	CCOC(=O)c1ccc(NC(=O)CN(c2ccc(C)cc2)S(=O)(=O)c2c(C)n[nH]c2C)cc1	0.1%	-3.5	981	-0.67	1468	-0.67	-0.13	-0.16	0.49	2.3	2.3	9.9	i	3	6%	3.7%	11%
15	COc1cc(C(=O)O)cc(OC)c1OCc1cc(C(=O)O)oc1C	0.0%	-7.2	1013	-0.78	1593	-0.72	-0.16	-0.24	0.73	1.6	2.1	11	i	-14	2%	1.0%	-4%
16	CC(C)(NO)/C(=N\O)c1ccc(Cl)cc1	-1.4%	0.8	799	-0.19	1268	0.38	-0.22	0.095	0.81	3.6	2.3	7.6	i	-2	16%	0.5%	-1%
17	Cc1c(-c2ccccc2)nc2ccccc2c1C(=O)NCc1cccs1	8.4%	-1.7	1194	-0.07	1541	-1.1	-0.18	-0.75	0.25	5.7	3.1	6.6	i	15	-6%	3.1%[50 µM]	11%
18	COc1ccc(-n2c(Cc3cccn3C)nnc2SCC(=O)Nc2ccc(C)cc2C)cc1	nt	-3.5	1075	-0.02	1510	0.077	-0.19	0.24	0.71	3.1	3.7	11	i	-11	5%	-3.5%	6%
19	Cc1nnc(SCCn2c(N3CC(C)CC(C)C3)nc3c2c(=O)[nH]c(=O)n3C)s1 (stereo unspecified)	3.8%	-2.8	1056	0.77	726	1.6	-0.14	0.86	-0.3	3.0	1.6	22	i	6	-11%	1.0%	-6%
20	COc1cccc(C(=O)NCc2ccc3[nH]c(C)cc3c2)c1	-1.5%	-1.6	991	-0.56	1639	-0.53	-0.17	-0.88	0.1	1.9	1.9	5.7	i	3	20%	0.2%	8%
21	Cn1nc(C(F)(F)F)c(-c2ccccc2)c1NC(=O)c1ccco1	nt	-2.9	1067	0.11	1374	0.42	-0.27	0.055	0.34	nt	nt	nt	nt	nt	-1%	0.7%	4%
22	CCOC(=O)C1=C(c2ccccc2)NC(SCC(=O)Nc2ccc(C)cc2)=C(C#N)C1c1ccco1 (stereo unspecified)	-3.6%	0.2	1175	-1.4	996	-0.61	-0.19	-0.76	0.96	6.4	2.7	1.5	i	2	-9%	2.7%	4%
23	CCCCn1c(SCC(=O)Nc2nc(C)cs2)nnc1-c1cccnc1	-1.0%	-2.7	1226	-0.37	1198	-0.94	-0.21	-0.46	2	4.1	2.7	0.1	i	14	7%	4.6%	2%
24	c1ccc(CN2CCC(Nc3nc(-c4cccnc4)nc4ccccc34)CC2)cc1	2.2%	0.2	1104	-0.16	1191	1.8	0.63	1.4	-0.16	2.7	5.3	3.3	i	12	1%	0.4%	1%

Structures above containing a thiophene ring, fused or not (2):
no.	compound	CSM14.1 death rescue	bCat nuc transl	bCat nuc transl cell count 5 µM	Ins promoter up	Ins promoter up cell count	Dynein cargo inh	Dynein cargo inh cytoplasmic EGFP	Dynein cargo inh nuclear GR-EGFP	Dynein cargo inh cell count	MT stabilizer	MT stabilizer Hoechst-high %	MT stabilizer cytotoxicity %	Autophagy HCS	Autophagy HCS cell loss 18 h	M17LAP inhibition	UTI89 phage lysis	P. falciparum M1AAP
3	COC(=O)C1CC(=O)c2ccsc2C1 (stereo unspecified)	-0.1%	-4.8	574	-0.02	1290	0.6	-0.29	-0.023	-0.23	4.9	1.3	2.0	i	2	17%	1.2%[50 µM]	-4%
17	Cc1c(-c2ccccc2)nc2ccccc2c1C(=O)NCc1cccs1	8.4%	-1.7	1194	-0.07	1541	-1.1	-0.18	-0.75	0.25	5.7	3.1	6.6	i	15	-6%	3.1%[50 µM]	11%

Remaining list, next part
no.	compound	CSM14.1 death rescue	bCat nuc transl	bCat nuc transl cell count 5 µM	Ins promoter up	Ins promoter up cell count	Dynein cargo inh	Dynein cargo inh cytoplasmic EGFP	Dynein cargo inh nuclear GR-EGFP	Dynein cargo inh cell count	MT stabilizer	MT stabilizer Hoechst-high %	MT stabilizer cytotoxicity %	Autophagy HCS	Autophagy HCS cell loss 18 h	M17LAP inhibition	UTI89 phage lysis	P. falciparum M1AAP
25	COc1ccc2c(c1)CC/C(=C\C=C\c1ccccc1)C2=O	0.1%	-1.2	1168	nt	nt	-0.87	0.19	-0.37	0.11	2.2	2.5	4.6	i	-3	18%	1.3%	0%
26	CCN(CC)CCNCc1cc(Br)ccc1OCC(=O)NCc1ccccc1	-1.2%	1.3	892	-0.19	1660	-0.81	-0.27	0.2	0.66	2.5	1.6	8.3	i	11	3%	0.7%	-2%
27	O=C(CNC(=O)c1ccccc1)OCc1nc2ccccc2s1	-0.1%	-1.3	1101	-0.33	1555	0.16	-0.2	0.37	-0.11	6.4	1.8	7.4	i	-4	1%	-0.1%	4%
28	Cc1c(C(C)C)c(=O)n(-c2ccc(S(=O)(=O)NC(C)C)cc2)n1C	0.5%	-1.0	919	0.87	1382	0.37	-0.18	0.059	-0.77	1.6	2.0	4.1	i	21	7%	0.0%	-5%
